POLH inh: DNA polymerase eta (human) inhibition. AID 588591. recombinant Pol eta, fluorescent DNA replication assay. Potency, µM (series often up to 114 µM), for inactives: at the highest dose activity change, negative = inhibition, usual class: inhibitors. Q9Y253. 390,000 compounds, 1.2% hits; further: potency means the concentration at half of the fitted maximal effect; on the % scale 0 is the no-effect control and ±100 the full control effect
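Pol eta at 10 nM preincubated with compounds 15 min at room temperature; reaction started with fluorescent substrate (50 nM final) and read kinetically at 0 and 10 min.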
PI4K2A block: blocks human PI4K2A kinase activity. Q9BTU6. purified PI4K2A, ADP-Glo luminescence, 1 h; active compounds read low. activity change, negative = inhibition, % at 76.9 µM. 420,000 compounds, 0.13% hits; in the data active means activity change below about -50%; inconclusive means mostly about -30% to -49%;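 further: -100% = wells without enzyme as full effect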
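ADP-Glo luminescence measured ADP generated by PI4K2A enzyme (4 ug/mL before mixing) with 1.2 mM PI substrate (pre-mix) and 300 microM ATP (pre-mix). Tris pH7.5 buffer with MgCl2, Triton X-100; 1 h reaction at ambient temperature.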
G9a inh: G9a (human) methyltransferase inhibition; G9a H3K9 monomethylation, AlphaScreen, 2 h; Potency, µM (series often up to 102 µM), without a hit: top-dose activity, negative = inhibition, hits mostly inhibitors; 350,000 compounds, 8.8% hits; further: potency means the concentration at half of the fitted maximal effect; on the % scale 0 is the no-effect control and ±100 the full control effect; nearly all actives have a fitted effect of over 75% in size
Target sequence (Q96KQ7 913-1193 limits assumed): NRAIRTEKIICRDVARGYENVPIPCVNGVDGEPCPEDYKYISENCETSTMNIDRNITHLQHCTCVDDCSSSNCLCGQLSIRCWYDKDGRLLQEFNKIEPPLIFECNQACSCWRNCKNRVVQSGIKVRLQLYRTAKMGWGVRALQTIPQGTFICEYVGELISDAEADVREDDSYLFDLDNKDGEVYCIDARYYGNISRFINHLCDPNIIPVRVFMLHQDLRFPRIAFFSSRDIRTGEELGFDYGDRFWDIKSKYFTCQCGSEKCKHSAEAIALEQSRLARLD
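AlphaScreen read-out: biotin-H3K9 peptide (500 nM) methylation by 20 nM enzyme with 20 uM SAM, 2 h at room temperature after 15 min compound preincubation; anti-monomethyl H3K9 antibody plus donor/acceptor beads, 10 min dark.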
JMJD2A Tudor inh: inhibitors of human JMJD2A Tudor domain | O75164 | AlphaScreen JMJD2A-Tudor / H3K4me3 peptide binding | Potency, µM (series often up to 114 µM), for inactives: at the top dose activity change, negative = inhibition, most hits filed as inhibitors | 390,000 compounds, 4.4% hits | AID 504339; further: potency means the concentration at half of the fitted maximal effect; on the % scale 0 is the no-effect control and ±100 the full control effect; nearly all actives have a fitted effect of over 50% in size
GLS inh: glutaminase GLS (human) inhibition; O94925; GLS enzymatic activity, qHTS titration; Potency, µM (highest dose often 45.5 µM), without a hit: at the top dose activity change, negative = inhibition, usual class: inhibitors; 410,000 compounds, 0.21% hits; AID 624170; further: potency means the concentration at half of the fitted maximal effect; on the % scale 0 is the no-effect control and ±100 the full control effect
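Assay buffer: 45 mM KH2PO4 pH 8.2, 0.02% Tween-20. hKGA acts on L-glutamine (1 mM solution added); product glutamate is reported by an oxidase/peroxidase Amplex Red coupling, with fluorescence taken at baseline and 30 min.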
HP1b binding inh: HP1-beta chromodomain-methylated histone interaction inhibition. P83916. AlphaScreen HP1-beta / biotin-H3K9me3 peptide binding. Potency, µM (highest dose often 114 µM), for the others: at the highest dose activity change, negative = inhibition, usual class: inhibitors. 390,000 compounds, 0.56% hits. AID 540317; further: potency means the concentration at half of the fitted maximal effect; nearly all actives have a fitted effect of over 70% in size; inactives centre near 23
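HP1-beta protein (50 nM final) preincubated 30 min at room temperature with biotinylated H3(1-18)K9me3 peptide (50 nM) in PBS pH 7.4, 0.01% Tween-20, then compound added for 30 min. AlphaScreen streptavidin donor/nickel chelate acceptor beads (10 ug/mL final), 30 min dark, luminescence read.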
PGK inhibitor: blocks T. brucei phosphoglycerate kinase. P07378. Potency, µM (highest dose often 57.5 µM), inactives show at the top dose activity change, negative = inhibition, hits mostly inhibitors. 380,000 compounds, 0.043% hits. PGK/GAPDH coupled, Kinase-Glo luminescence, 60 min; further: potency means the concentration at half of the fitted maximal effect; on the % scale 0 is the no-effect control and ±100 the full control effect; nearly all actives have a fitted effect of over 60% in size
Target sequence (P07378 whole entry, looked up): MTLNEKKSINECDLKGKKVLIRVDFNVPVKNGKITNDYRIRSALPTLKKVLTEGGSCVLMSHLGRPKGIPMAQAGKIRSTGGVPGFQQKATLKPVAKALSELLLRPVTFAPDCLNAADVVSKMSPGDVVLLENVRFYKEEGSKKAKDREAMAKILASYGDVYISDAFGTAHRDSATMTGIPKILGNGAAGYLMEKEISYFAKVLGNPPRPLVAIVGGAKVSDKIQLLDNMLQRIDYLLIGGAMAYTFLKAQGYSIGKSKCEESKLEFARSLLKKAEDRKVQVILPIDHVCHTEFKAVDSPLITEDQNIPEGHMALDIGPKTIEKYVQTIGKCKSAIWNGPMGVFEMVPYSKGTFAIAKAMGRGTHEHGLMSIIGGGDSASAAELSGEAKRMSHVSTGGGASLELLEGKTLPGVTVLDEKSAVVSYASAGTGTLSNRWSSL
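Recombinant glycosomal PGK reaction used 1,3-bisphosphoglycerate generated in-well by GAPDH (100nM final) in 100mM TEA pH 7.6, 5mM MgCl2, 0.01% Tween-20. After 60 minutes at room temperature, ATP was read by Kinase-Glo Plus luminescence end-point.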
Pin1 inhibitor: human Pin1 inhibition. 390,000 compounds, 0.009% hits. AID 504891. Potency, µM (highest dose often 115 µM), without a hit: top-dose activity, negative = inhibition, usual class: inhibitors. Pin1 FP peptide displacement, HiFluor488, 10 min. Q13526; active means well fitted inhibition curve with a large enough effect in the polarisation, with a control signal flat, not every such curve was filed as active; inconclusive means small, poorly fitted or top-dose-only effect, or effect the other way, or a change in a side signal; inactive means no such curve, though single readings can be large or run the other way; the % refers to the polarisation; further: potency means the concentration at half of the fitted maximal effect; on the % scale 0 is the no-effect control and ±100 the full control effect
BAZ2B block: BAZ2B (human) inhibition; Q9UIF8; AlphaScreen BAZ2B-H3K14Ac peptide displacement; Potency, µM (top dose mostly 114 µM), for inactives: top-dose activity change, negative = inhibition, hits mostly inhibitors; 360,000 compounds, 4.4% hits; AID 504333; further: potency means the concentration at half of the fitted maximal effect; on the % scale 0 is the no-effect control and ±100 the full control effect; nearly all actives have a fitted effect of over 60% in size
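Complex of BAZ2B and biotin-H3K14Ac (50 nM apiece) forms over 30 min at RT, then faces library compounds up to 110 uM for another 30 min; AlphaScreen beads added, 20 min dark incubation, luminescence read.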
* marks the source's active call; other numbers are inactive results; i = inactive; ? = inconclusive; · = no result given; [ ] = another dose, or the depositor's remark. Unless noted, the call rests on the fitted dose curve; in most records, active means well fitted curve in the direction sought with a large enough effect; inconclusive means small, poorly fitted or top-dose-only effect, or another doubt; inactive means no such curve, though single readings can be large; an effect the other way counts as inactive or inconclusive.

SMILES	POLH inh	PI4K2A block	G9a inh	JMJD2A Tudor inh	GLS inh	HP1b binding inh	PGK inhibitor	Pin1 inhibitor	BAZ2B block
Cc1ccc(C=Nc2ccccc2C#N)s1	-14%	0	7%	-3%[57.1 µM]	2%	39%	15%	9%	-1%
CC(C)C[C@H](NC(=O)OC(C)(C)C)C(=O)N[C@@H](CO)[C@H](O)[C@@H]1C[C@@H]1C(=O)NC1CCCCC1	3%	-3	·	-6%	-1%	56%	-11%	0%	-8%[57.1 µM]
COc1ccc(CNCCNC(=O)c2cccs2)c(OC)c1OC	-21%	0	14µM*	22µM*	-4%	-22%	3%	-3%	56µM*
COc1ccc(Oc2coc3cc(OC(=O)N4CCOCC4)ccc3c2=O)cc1	-12%	-1	0%[12.7 µM]	-16%	1%	18%	-7%	1%	16%
N#Cc1ccccc1OCC(=O)OCC(=O)c1ccc2c(c1)NC(=O)CO2	0%	-3	50µM*	3%	-6%	32%	-7%	-7%	6%
Cc1cccc(COCC(Cc2ccccc2)N2CCN(C(=O)c3cc(Cl)cc(Cl)c3)CCC2=O)c1 (centres undefined)	-23%	-1	-17%	-20%	0%	45%[activator]	-3%	2%	-19%
CC(C)(C)OC(=O)N1CCCC(C(=O)Nc2cccc(C(=O)NCc3ccccc3)c2)C1 (centres undefined)	-13%	0	·	1%	-1%	38%	-1%	-7%	·
O=C1N/C(=N/N=C/c2ccccc2O)SC1Cc1ccc(F)cc1 (centres undefined)	-19%	2	20%	-8%	3%	39%[activator]	0%	-2%	-5%
CN(C)c1ccc(C2C3C(=O)N(c4ccc(C(=O)O)cc4)C(=O)C3ON2c2ccccc2)cc1 (centres undefined)	-13%	-3	?	0%	61%[activator]	33%	-5%	?	-29%
COc1ccc(C)cc1NC(=O)C(OC(=O)c1cccc(S(=O)(=O)N(C)c2ccccc2)c1)c1ccccc1 (centres undefined)	-8%	-2	12%[59 µM]	-1%	0%	35%	-7%	20%	-6%
COC(=O)c1ccc(C)c(NC(=O)CSc2nnc3ccccn23)c1	-2%	4	8%[59 µM]	-16%	-3%	30%	i	6%	4%
O=c1[nH]c(C2CCCN(S(=O)(=O)c3ccccc3Cl)C2)nc2c1nnn2Cc1ccc(OC(F)(F)F)cc1 (centres undefined)	8%	-5	-33%[59 µM]	-22%	-11%	24%	-5%	22%	3%
O=C(COc1ncnc2ccccc12)c1ccc(Cl)cc1	-7%	-2	13%[0.0925 µM]	-14%	0%	0%	i	-1%	2%
CCOC(=O)C1CCN(CCC(=O)Nc2ccc(Cl)cc2)CC1	5%	0	14%[12.7 µM]	-9%	4%	8%	-4%	1%	1%
COc1ccc(-c2cc(=O)oc3c(C)c(OCC(=O)N(C)C)ccc23)cc1	-3%	-8	?	-19%	-5%	16%	-1%	0%	-21%
CC(C(=O)Nc1nncs1)N1C(=O)C2C3C=CC(C3)C2C1=O (centres undefined)	-18%	-4	-30%	-6%	-6%	31%	-2%	-9%	-13%
COc1ccc(-c2cc(C)nc(SCC(=O)c3cccc([N+](=O)[O-])c3)n2)cc1	-23%	2	5%[59 µM]	-27%	-1%	-4%	-1%	-3%	-3%[57.1 µM]
Oc1ccc(N=C/C=C/c2cccc(Br)c2)cc1-c1nc2ccccc2s1	?	5	7.9µM*	?	14µM*	-15%	-6%	-5%	?
Cc1cccc(-c2noc(-c3cc4ccccc4oc3=O)n2)c1	7%	-7	9%[0.0925 µM]	5%	-1%	6%	-12%	3%	4%
Fc1cccc(/C=N/Nc2nc3ccccc3[nH]2)c1	-18%	-2	38%[activator]	-15%	-8%	27%	-4%	1%	-5%
COc1ccccc1-c1cc(NC(=O)COc2ccccc2Cl)n(-c2ccccc2)n1	3%	2	2%[59 µM]	-15%	-6%	24%[57 µM]	i	-7%	4%

Given with two lines to a compound: part of the list above
Fields: POLH inh	PI4K2A block	G9a inh	JMJD2A Tudor inh	GLS inh	HP1b binding inh	PGK inhibitor	Pin1 inhibitor	BAZ2B block
COc1ccc(C)cc1NC(=O)C(OC(=O)c1cccc(S(=O)(=O)N(C)c2ccccc2)c1)c1ccccc1 (centres undefined)
  -8%	-2	12%[59 µM]	-1%	0%	35%	-7%	20%	-6%
COC(=O)c1ccc(C)c(NC(=O)CSc2nnc3ccccn23)c1
  -2%	4	8%[59 µM]	-16%	-3%	30%	i	6%	4%
O=c1[nH]c(C2CCCN(S(=O)(=O)c3ccccc3Cl)C2)nc2c1nnn2Cc1ccc(OC(F)(F)F)cc1 (centres undefined)
  8%	-5	-33%[59 µM]	-22%	-11%	24%	-5%	22%	3%
O=C(COc1ncnc2ccccc12)c1ccc(Cl)cc1
  -7%	-2	13%[0.0925 µM]	-14%	0%	0%	i	-1%	2%
CCOC(=O)C1CCN(CCC(=O)Nc2ccc(Cl)cc2)CC1
  5%	0	14%[12.7 µM]	-9%	4%	8%	-4%	1%	1%
COc1ccc(-c2cc(=O)oc3c(C)c(OCC(=O)N(C)C)ccc23)cc1
  -3%	-8	?	-19%	-5%	16%	-1%	0%	-21%
CC(C(=O)Nc1nncs1)N1C(=O)C2C3C=CC(C3)C2C1=O (centres undefined)
  -18%	-4	-30%	-6%	-6%	31%	-2%	-9%	-13%
COc1ccc(-c2cc(C)nc(SCC(=O)c3cccc([N+](=O)[O-])c3)n2)cc1
  -23%	2	5%[59 µM]	-27%	-1%	-4%	-1%	-3%	-3%[57.1 µM]
Oc1ccc(N=C/C=C/c2cccc(Br)c2)cc1-c1nc2ccccc2s1
  ?	5	7.9µM*	?	14µM*	-15%	-6%	-5%	?
Cc1cccc(-c2noc(-c3cc4ccccc4oc3=O)n2)c1
  7%	-7	9%[0.0925 µM]	5%	-1%	6%	-12%	3%	4%
Fc1cccc(/C=N/Nc2nc3ccccc3[nH]2)c1
  -18%	-2	38%[activator]	-15%	-8%	27%	-4%	1%	-5%
COc1ccccc1-c1cc(NC(=O)COc2ccccc2Cl)n(-c2ccccc2)n1
  3%	2	2%[59 µM]	-15%	-6%	24%[57 µM]	i	-7%	4%

Bioassay records (PubChem)

A portion of the library; the hit share may differ from the screen's.
